mouse EphA4 binding: inhibitors of EphA4 binding to KYL peptide, primary screen, biochemical, colorimetric, mouse EphA4 (AID 689). Ephrin type-A receptor 4 (Mus musculus). EphA4-AP binding to KYL peptide, pNPP A405; higher % means a stronger effect. one-dose inhibition, % at 10 µM; IC50 in µM for titrated hits. actives 0.1% (n = 62,000); in the data active means a potency from the dose series; inactive means the rest, 99 in 100 with inhibition below about 22%
An asterisk follows results filed as active; & = joins results of further samples.

SMILES | mouse EphA4 binding
CCC(C)NS(=O)(=O)c1ccc(OCC(=O)Nc2ccc3c(c2)OCO3)cc1 (stereo not drawn) | -14%
O=C(Cc1ccccc1)NCCc1cccc(Cl)c1 | -1%
CCn1c(=O)cc(NC2=NCC(C)CN2c2cccc(Cl)c2)n(C)c1=O (stereo not drawn) | -17%
Cc1oc(/N=C/c2ccccc2O)c(C#N)c1C | 1%
COc1cc2cc(CN(CCN3CCCC3)C(=O)Nc3ccc(F)cc3)c(=O)[nH]c2cc1OC | 5%
COc1cc(C2C(C#N)=C(N)OC3=C2C(=O)CCC3)cc(OC)c1OC(=O)N1CCOCC1 (stereo not drawn) | -3%
COc1ccc(OC)c(S(=O)(=O)Nc2ccc(Oc3ccccc3)cc2)c1 | 2%
COc1ccc(C(=O)CSc2nnc(CCc3ccccc3)n2-c2ccccc2)cc1 | -10%
CC(C)OCC(O)CN1CCNCC1 (stereo not drawn) | -6%
N/C(Cc1ccc([N+](=O)[O-])cc1)=N\OC(=O)c1cccc(I)c1 | -11%
CCN(C(=O)COC(=O)c1[nH]c(C)c(C(C)=O)c1C)C1CCS(=O)(=O)C1 (stereo not drawn) | -11%
CCOC(=O)c1cccc(NC(=O)/C=C/c2ccccc2Cl)c1 | -1%
COC(=O)c1[nH]c2cccc(OC)c2c1NC(=O)CCN1CCN(c2cccc(Cl)c2)CC1 | -1%
CCOC(=O)N1CCN(C(=O)CSc2nc3c(cnn3-c3ccccc3)c(=O)[nH]2)CC1 | -3%
CCCN(C(=O)Cc1nc(N)n[nH]1)C1(C(=O)Nc2ccccc2C)CCCCC1 | -8%
COc1ccc(C2CCCN2C(=O)Nc2ccc(Cl)cc2)cc1OC (stereo not drawn) | -16%
CC1C=Cc2ccccc2N1C(=O)c1ccccc1 (stereo not drawn) | -17%
N#Cc1c(NC(=O)COC(=O)c2ccc(F)cc2)sc2c1CCC2 | -3%
CN(C)c1ccc(C=Nc2ccccc2C(N)=O)cc1 | 1%
CCc1ccc(/C(C)=N/Nc2cc(Cl)nc(C)n2)cc1 | -13%
Cc1c(C)c2ccc(OCc3ccc(C(=O)O)o3)c(C)c2oc1=O | -12%
Cn1c(=O)[nH]c(=O)c2c1nc(NCc1ccccc1)n2CCCc1ccccc1 | 11%
CCC(=O)NC1(C(F)(F)F)C(=O)Nc2c1c(=O)[nH]c(=O)n2Cc1ccco1 (stereo not drawn) | 8%
O=C(Nc1ccc2c(c1)C(=O)N(c1ccccc1)C2=O)c1ccc2c(c1)C(=O)N(c1ccccc1)C2=O | -1%
O=C(CSc1nc2ccc([N+](=O)[O-])cc2[nH]1)c1ccc(Br)cc1 | 6%
Cc1cc(C)c(S(=O)(=O)N2CCC(C(N)=O)CC2)cc1C | -1%
CC(C)(C)NC(=O)Cn1c(SCC(=O)NCc2cccs2)nc2ccccc21 | 0%
CCN(CC)c1ccc(/C=C(/C#N)c2nc3ccccc3[nH]2)c(OC(C)C)c1 | -3%
COc1ccc([C@H]2[C@H](C(=O)C(C)(C)C)N3N=Cc4ccccc4C3[C@]23N=C(c2ccccc2)OC3=O)cc1OC (stereo partly drawn) | -2%
CN1/C(=C\C(=O)c2cccs2)Sc2ccccc21 | -5%

Sorted by molar mass (descending): some entries from above
SMILES | mouse EphA4 binding
COC(=O)c1[nH]c2cccc(OC)c2c1NC(=O)CCN1CCN(c2cccc(Cl)c2)CC1 | -1%
COc1ccc(OC)c(S(=O)(=O)Nc2ccc(Oc3ccccc3)cc2)c1 | 2%
CN(C)c1ccc(C=Nc2ccccc2C(N)=O)cc1 | 1%

The list goes on:
SMILES | mouse EphA4 binding
CC(/C=C/c1ccccc1)NC(N)=O (stereo not drawn) | -2%
CCOC(=O)c1[nH]c2ccccc2c1NC(=O)C(C)(C)C | -7%
CC1(C)CC(=O)/C(=C(\O)c2ccccc2)C(=NCCO)C1 | -17%
COc1ccc(C2(C)NC(=O)N(CC(=O)Nc3ccc4c(c3)OCO4)C2=O)cc1OC (stereo not drawn) | -8%
CCNC(=O)CCn1nc(-c2ccc(Cl)cc2)c2ccccc2c1=O | -6%
Cc1nnc(SCCn2c(Br)nc3c2c(=O)[nH]c(=O)n3C)s1 | -5%
CCN(c1ccccc1)S(=O)(=O)c1cc(C(=O)O)ccc1C | 8%
Cc1c(Cl)cccc1-n1ccnc1SCC(=O)O | -11%
Cc1ccc(-c2nnc(N3CCN(C(=O)c4ccco4)CC3)c3ccccc23)cc1 | 4%
Cn1c(O)c(C=NC(CC(N)=O)C(=O)O)c(=O)n(C)c1=O (stereo not drawn) | -4%
O=C1C2C(c3ccccc3)OC3(C(=O)c4ccccc4C3=O)C2C(=O)N1c1ccc([N+](=O)[O-])cc1 (stereo not drawn) | -1%
COc1ccc(N2CCN(C(=O)CSc3nnc(-c4cc5ccccc5cc4O)n3C)CC2)cc1 | -4%
COc1cccc(N2C(=O)C(=O)/C(=C(\O)c3ccccc3)C2c2ccc(OC)cc2OC)c1 (stereo not drawn) | 5%
Cc1ccc2oc(-c3cc(NC(=O)Cc4ccccc4)ccc3O)nc2c1 | -14%
COc1ccc(NC(=O)CCc2nc(-c3ccc(C)cc3)no2)cc1Cl | 10%
Cc1ccc2[nH]c(-c3ccccc3)c(CN3CCOCC3)c(=O)c2c1 | 17%
O=C(COc1ccc2ccc(=O)oc2c1)OCc1ccccc1 | 3%
CC(=O)Nc1nc(C)c(Oc2ccc(Cl)cc2Cl)c(=O)[nH]1 | 0%
O=C(CSCc1cccc(Cl)c1)N/N=C/c1ccc(OCC(=O)N2CCCCC2)cc1 | -13%
COc1cc(C(=O)N(Cc2cc3cc(C)ccc3[nH]c2=O)CC2CCCO2)cc(OC)c1OC (stereo not drawn) | 2%

In the list so far, 4 contain a cyano group.
SMILES | mouse EphA4 binding
Cc1oc(/N=C/c2ccccc2O)c(C#N)c1C | 1%
COc1cc(C2C(C#N)=C(N)OC3=C2C(=O)CCC3)cc(OC)c1OC(=O)N1CCOCC1 (stereo not drawn) | -3%
N#Cc1c(NC(=O)COC(=O)c2ccc(F)cc2)sc2c1CCC2 | -3%
CCN(CC)c1ccc(/C=C(/C#N)c2nc3ccccc3[nH]2)c(OC(C)C)c1 | -3%

(next part)
SMILES | mouse EphA4 binding
CCOC(=O)c1cc2c(s1)-c1ccccc1CC2 | 0%
NC(N)=NS(=O)(=O)c1ccc(NC(=S)NC(=O)c2ccc(F)cc2)cc1 | 5%
CCc1nnc(NC(=O)CSc2nnc(-c3cc4ccccc4cc3O)n2CC)s1 | -3%
COc1ccc(CCNC(=O)c2ccc(CNS(=O)(=O)c3cc(C)ccc3C)cc2)cc1OC | -12%
COCCCn1nnnc1SCC(=O)N1CCCC1 | -17%
CCOc1ccc(NS(=O)(=O)c2ccc3c(c2)CCN3C(=O)CCC(=O)O)cc1 | -3%
O=C1c2cccc3cccc(c23)N1CN1CCN(c2ccccn2)CC1 | -8%
CCCCn1c(SCC(=O)NC(C)(C)C)nnc1-c1ccco1 | -4%
S=C(c1ccc(OCc2ccccc2)cc1)N1CCN(c2cccc(Cl)c2)CC1 | 8%
O=S(=O)(c1cccc2cccnc12)N1CCN(Cc2ccc3c(c2)OCO3)CC1 | -11%

(further entries)
canonical_smiles	mouse EphA4 binding
N#Cc1c2n(c3c(=O)n(Cc4ccccc4Cl)cnc13)CCCC2	-3%
COC(=O)c1c(NC(=O)CSc2nnc(Cn3nnc4ccccc43)n2C)sc(C)c1C	-7%
Cc1c(NC(=O)COc2ncnc3ccccc23)c(=O)n(-c2ccccc2)n1C	-18%
CCCNC(=O)c1cc(OC)c(OC)cc1[N+](=O)[O-]	-22%
c1ccc(CSc2nnc(SCc3ccccn3)s2)nc1	-12%
CCCCCCn1c(N2CCC(C(N)=O)CC2)nc2c1c(=O)[nH]c(=O)n2C	-6%
O=C(COC(=O)CCc1ccc(S(=O)(=O)N2CCCCC2)cc1)Nc1ccc2c(c1)OCO2	-16%
COc1cc(NC(=O)c2cccs2)c(C(=O)OCC(=O)NC(=O)NCc2ccccc2)cc1OC	-15%
[O-][n+]1onc2c1CCc1c-2nc(-c2ccccc2)n1OCc1ccccc1	-7%
COc1cccc(CC(NC(C)=O)C(=O)NC2CCN(S(=O)(=O)c3cccc4ccccc34)CC2)c1 (stereo not drawn)	-3%
O=C(COc1ccc(-c2ccccc2)cc1)N1CCN(C(=O)c2cccnc2)CC1	-7%
Cc1nn(-c2ccccc2)c2[nH]c(=O)c(CNCC3CCCO3)cc12 (stereo not drawn)	-8%
O=c1[nH]c2cc3c(cc2cc1C(c1nnnn1Cc1ccccc1)N1CCCCCC1)OCCO3 (stereo not drawn)	7%
Clc1ccc(-n2nnnc2-c2ccccc2)cc1	-1%
COc1ccccc1/C=N/NC1=NCCCCC1	-1%
CCOc1ccc(NC(=O)CCn2c(=O)[nH]c3ccsc3c2=O)cc1	2%
CC(=O)c1ccc(N2CCCCCC2)c(F)c1	-10%
c1ccc2sc(N3CCN(Cc4nnnn4CC4CCCO4)CC3)nc2c1 (stereo not drawn)	-6%
O=[N+]([O-])c1ccc(CSc2nc3ccccc3o2)cc1	4%
Cc1onc(-c2ccccc2)c1C(=O)N1CCN(S(=O)(=O)c2ccc3c(c2)OCCO3)CC1	-2%
COc1ccc2cc(C(=O)O)ccc2c1	-6%
CC(C)OC(=O)CSc1nnc(-c2ccccn2)n1C	-14%
Cc1cc2c(ccc3[nH]onc32)n1	17%
CCc1ccc(C2CC(c3ccccc3)n3ncnc3N2)cc1 (stereo not drawn)	-2%
O=C(Cc1cc(=O)[nH][nH]1)N/N=C/C=C/c1ccccc1	-9%&0%
CC1(C)OC(=O)C(=CNc2cccc(O)c2)C(=O)O1	-13%
CC12c3ccccc3C(C)(c3ccccc31)C1C(=O)N(c3cccc(C(=O)O)c3)C(=O)C12 (stereo not drawn)	0%
O=C(/C=C/c1ccc2c(c1)OCO2)Nc1nc(-c2ccccc2)cs1	-8%
O=C1c2cccc3c([N+](=O)[O-])ccc(c23)C(=O)N1c1ccc(Cl)cn1	-6%
N#C/C(=C\c1ccccc1)c1nc2ncccc2[nH]1	-10%
CC(C)(C)c1ccc(C(=O)Nc2ccc(N)cc2)cc1	9%
CCOc1cc(CNCCO)cc(Br)c1OCc1ccccc1Cl	-15%
NC(=O)c1nsc(C(=O)N(CC(=O)NCc2ccc3c(c2)OCO3)C2CCCC2)c1N	7%
COc1cc(NC(=O)COc2ccc(F)cc2)nc(OC)n1	-28%
Nc1n[nH]c(-c2ccc(Br)cc2)c1Cl	-12%
CCOc1ccc(-c2noc(CCC(=O)NC)n2)cc1OCC	0%
Cc1ccc(OCCOc2ccc(Cl)cc2/C=c2\sc3nc4ccccc4n3c2=O)cc1	16%
Cc1nc(NC(=O)c2ccccc2)sc1-c1csc(Nc2cccc(Cl)c2)n1	3%
COc1ccc(C)cc1NC(=O)C(=O)NCCCO	-3%
CC1=C(C(N)=O)C(c2sccc2C)n2nnnc2N1 (stereo not drawn)	-4%

Exported with each value named: 4 of the compounds above
> O=C(COc1ccc2ccc(=O)oc2c1)OCc1ccccc1
  mouse EphA4 binding = 3%

> CC(=O)Nc1nc(C)c(Oc2ccc(Cl)cc2Cl)c(=O)[nH]1
  mouse EphA4 binding = 0%

> O=C(CSCc1cccc(Cl)c1)N/N=C/c1ccc(OCC(=O)N2CCCCC2)cc1
  mouse EphA4 binding = -13%

> COc1cc(C(=O)N(Cc2cc3cc(C)ccc3[nH]c2=O)CC2CCCO2)cc(OC)c1OC (stereo not drawn)
  mouse EphA4 binding = 2%

Continuation.
canonical_smiles	mouse EphA4 binding
O=C(OC(C(=O)O)C(OC(=O)c1ccccc1)C(=O)NCc1ccccc1)c1ccccc1 (stereo not drawn)	-4%
Cc1cc(NC(=O)CSc2nnnn2C)n(-c2ccccc2)n1	-19%
COc1cc(C2C(C#N)=C(N)Oc3cc(O)ccc32)cc(OC)c1OC (stereo not drawn)	5%
Cc1n(Cc2ccccc2)c2ccccc2[n+]1C	13%
NNC(=O)CNC(c1ccccc1)c1cc(Br)ccc1NC(=O)c1ccccc1Br (stereo not drawn)	16%
O=C(NCCc1ccccc1)N1c2ccccc2Sc2ccccc21	-7%
O=C1NC(=O)N(c2ccc(I)cc2)C(=O)/C1=C\C=C\c1ccco1	7%
COc1ccc2c(c1)-c1nc(NC(=O)c3cccs3)sc1CC2	-11%
COc1ccc(Nc2ncc(C(=O)N3CCN(c4ccc(F)cc4)CC3)c3ccccc23)cc1	-19%
CCCOP(=O)(OCCC)c1c([N+](=O)[O-])cc(C(F)(F)F)cc1[N+](=O)[O-]	0%
Cc1ccc(-c2cc(C(F)(F)F)nc(SCC(=O)c3cccc([N+](=O)[O-])c3)n2)cc1	10%
CC(C)CCNC(=O)CN(CCCN1CCOCC1)C(=O)Cn1nnc(-c2ccc(F)cc2)n1	1%
Cc1ccc(-c2nc(-c3ccccn3)no2)cc1	-4%
O=C(Cn1nnc2ccccc21)NC1CCCCC1	-1%
COc1ccc(CCNC(=O)c2c[nH]c3ccccc3c2=O)cc1OC	5%
O=C(COc1ccc(F)cc1)OCCN1CCOCC1	-17%
COC(=O)c1[nH]c(=O)c2ccccc2c1OCc1ccccc1	-8%
Oc1ccc(COCc2ccccc2)c2cccnc12	-15%
Cc1cccc(C(=O)N2N=C3CCCCCC3C2(O)C(F)(F)F)c1O (stereo not drawn)	15%
Cc1ccc(OCC(=O)NC2=NCCS2)cc1	-8%
CCOC(=O)CC1C(=O)NCCN1S(=O)(=O)c1ccc(Cl)c(Cl)c1 (stereo not drawn)	-3%
CCOCCCNC(=O)C1CCN(S(=O)(=O)N2CC(C)CC(C)C2)CC1 (stereo not drawn)	-14%
O=C1C(Cc2ccccc2)NC(=S)N1c1ccccc1 (stereo not drawn)	-7%
CN(C)C(=O)CSc1nnc(-c2cccnc2)n1-c1ccccc1	-4%
CC(=O)Nc1nn(C)c2nc3cc(C)ccc3cc12	-10%
CC(C)CCSc1nc2ccccc2[nH]1	-1%
CCCN1C(=O)c2ccccc2NC1c1ccc(OC)c(COc2ccc(F)cc2)c1 (stereo not drawn)	0%
COC(=O)COc1cccc(NC(=O)c2ccc(C)cc2)c1	-10%
CCn1c(SCC(=O)Nc2ccc(S(N)(=O)=O)cc2)nnc1-c1ccccc1OC	-5%

Bioassay records (PubChem)

A portion of the library; count on the stated rates, not on these rows.
